# CHT inh = inhibitors of human choline transporter CHT | Q9GZV3 | CHT-expressing cells, membrane potential dye, choline response; hits give low values | B-score at 10 µM | 310,000 compounds, 0.86% hits;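 active = B-score over 3 SD under the library average, and starting fluorescence ratio not unusually high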;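 note: choline stimulus applied at its EC90 after an EC20 pre-addition; B-score computed on integrated fluorescence ratio after choline addition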
# Target sequence (Q9GZV3 whole entry, looked up): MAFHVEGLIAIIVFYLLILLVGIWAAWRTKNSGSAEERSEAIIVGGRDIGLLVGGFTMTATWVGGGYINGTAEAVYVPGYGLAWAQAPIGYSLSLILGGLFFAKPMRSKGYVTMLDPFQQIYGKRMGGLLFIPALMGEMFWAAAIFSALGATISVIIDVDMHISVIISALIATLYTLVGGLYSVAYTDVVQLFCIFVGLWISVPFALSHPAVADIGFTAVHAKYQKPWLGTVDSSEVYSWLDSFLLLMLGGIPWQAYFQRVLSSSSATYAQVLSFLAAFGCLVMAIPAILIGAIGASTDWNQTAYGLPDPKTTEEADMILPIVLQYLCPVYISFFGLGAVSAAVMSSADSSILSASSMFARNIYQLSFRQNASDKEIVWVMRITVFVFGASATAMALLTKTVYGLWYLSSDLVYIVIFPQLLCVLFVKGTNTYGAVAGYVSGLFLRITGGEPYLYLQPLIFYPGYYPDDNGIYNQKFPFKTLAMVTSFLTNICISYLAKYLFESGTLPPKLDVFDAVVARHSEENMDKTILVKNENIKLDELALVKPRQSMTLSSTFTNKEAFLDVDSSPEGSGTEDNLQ
# KCNQ2 block = KCNQ2 potassium channel inhibitors, primary screen, cell-based, CHO-K1, FluxOR thallium flux, B-score (AID 2156). O88943. 20 min; hits give low values. B-score at 10 µM. 310,000 compounds, 1.1% hits;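 active = fluorescence ratio B-score at most minus 3 library SDs, with starting brightness B-score within 2 library SDs, cut at about -5.5 in these data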
# Starred values were filed as active, the others as inactive; i = inactive; · = no result given.
SMILES,CHT inh,KCNQ2 block
Cc1cc(C)c(C(=O)COC(=O)C2CCN(c3ccc(C(F)(F)F)cn3)CC2)cc1C,i,-10*
Cc1cc(C(=O)OCC(=O)NCc2ccco2)c(C)n1-c1ccc(F)cc1,-6.3*,i
NC[C@@H]1O[C@H](O[C@H]2[C@@H](O)[C@H](O[C@@H]3[C@@H](O)[C@H](N)C[C@H](N)[C@H]3O[C@H]3O[C@H](CO)[C@@H](O)[C@H](O)[C@H]3N)O[C@@H]2CO)[C@H](N)[C@@H](O)[C@@H]1O,i,i
COc1ccc(S(=O)(=O)N2CCOCC2)cc1NC(=O)CN1CCCCCC1,i,i
COc1cc(OC)c(NC(=O)CCNS(=O)(=O)c2cc(Br)cnc2N)cc1Cl,i,i
COc1ccc(NC(=O)CN(C)C(=O)c2csc3c2CCCC3)cc1,i,i
Cc1ccc(CN2C(=O)N/C(=C/c3ccc4c(c3)n(C)c(=O)n4C)C2=O)cc1,i,i
CC(=O)Nc1ccc(Oc2nc(-c3ccccn3)nc3ccccc23)cc1,i,i
CC1CCCCC1NC(=O)CO/N=C/c1ccccc1OC(F)F (stereo unspecified),i,i
O=C(O)c1cccc(-n2cc(-c3cccc(C(F)(F)F)c3)cn2)c1,i,i
COCCCNC(=O)C1CCCN(S(C)(=O)=O)C1 (stereo unspecified),i,i
COc1ccc(C)cc1S(=O)(=O)N(CC(=O)O)c1ccc(C)cc1,i,i
CCOc1ccc(-c2nc(-c3cccnc3)no2)cc1,i,i
COc1ccc(C2=NN(C(N)=S)C(c3ccccc3)C2)cc1 (stereo unspecified),i,i
CC(C)NC(=O)C(=O)NNC(=O)CCc1ccccc1,i,i
COc1ccc(CCN2C(=O)CSC2=Nc2ccc(C)cc2C)cc1OC,i,i
Cc1nn(C(C)c2nc(-c3ccccc3)no2)c(C)c1[N+](=O)[O-] (stereo unspecified),i,i
O=S(=O)(c1ccc(NC2CCCc3ccccc32)nc1)N1CCOCC1 (stereo unspecified),i,i
CC(C)(C)C1CCC(C(=O)NCC(c2cccs2)N2CCOCC2)CC1 (stereo unspecified),i,i
Cc1nn(CC(=O)NCCN2CCCCCC2)c(=O)c2nn(-c3ccccc3)c(C)c12,i,i
CC1(C)CC(=O)C2=C(C1)Nc1ccccc1NC2c1ccc(F)c(F)c1 (stereo unspecified),i,i
O=C(NCC1CCCO1)c1nn2cccnc2c1Cl (stereo unspecified),i,i
Cc1ccc2cc(C3C(C#N)=C(N)Oc4c3ccc3cccnc43)c(=O)[nH]c2c1 (stereo unspecified),i,i
N=C(c1ccc([N+](=O)[O-])cc1)N1CCCCCC1,i,i
CC(=O)O[C@]1(C(C)=O)CC[C@H]2[C@@H]3C=C(C)C4=CC(=O)CC[C@]4(C)[C@H]3CC[C@@]21C,i,i
Cc1sc2nc(SCC(=O)N(C)Cc3ccccc3)n(-c3ccccc3)c(=O)c2c1C,i,i
CCOC(=O)c1c(NC(=O)CSc2nnc(-c3ccc(C)cc3)o2)sc(C(C)=O)c1C,i,·
CC(C)(C)c1ccc2c(c1)N(CC(=O)N1CCOCC1)C(=O)CO2,i,i
COC(=O)C1=NN(N=O)C2(CC(=O)N(c3cc(C)cc(C)c3)C2=O)C1 (stereo unspecified),i,i
CCOCCCNC(=O)/C(C#N)=C/c1cc(Br)c(O)c(Br)c1,·,i
COC(=O)CCN(c1ccccc1)S(=O)(=O)c1ccc(OC)cc1,i,i
O=C(O)CCCC(=O)N1N=C(c2ccco2)CC1c1ccco1 (stereo unspecified),i,i
CCCC[n+]1ccn(C2=C([O-])c3ccccc3C(=O)/C2=N\S(=O)(=O)c2ccc(Br)cc2)c1,i,i
COc1ccc(-c2noc3c2-c2nc(-c4cccc(C)c4)sc2CC3)cc1,i,i
CNC(=O)c1c(NC(=O)c2cc(-c3cc(C)c(C)cc3O)n[nH]2)sc2c1CCCC2,i,i
Cc1cc(Nc2ccc(F)cc2Cl)n2nc(C)nc2n1,i,i
Cc1c(NC(=O)Nc2cc(F)c(F)cc2Cl)c(=O)n(-c2ccccc2)n1C,i,i
O=C(c1ccccc1-c1nc(-c2ccccc2Cl)no1)N1CCOCC1,i,i
COc1cccc(-c2ccc(C#N)c(SCC(=O)NCc3ccco3)n2)c1,i,i
CCCC(C(=O)NC(C)(C)C)N(CCN1CCOCC1)C(=O)CNS(=O)(=O)c1ccccc1 (stereo unspecified),i,i
Cn1c(Cn2nnc3ccccc32)nnc1SCC(=O)NCc1ccc2c(c1)OCO2,·,i
O=C(CN1CCOCC1)Nc1ncc(Br)cc1Br,i,i
COc1cccc(NC(=S)N2CCN(S(=O)(=O)c3ccc(F)cc3)CC2)c1,i,i
CCOC(=O)C(Cc1c[nH]c2ccccc12)NC(=O)c1ccccc1Br (stereo unspecified),i,i
COC(=O)c1ccccc1OCCCOc1ccc(C=O)cc1OC,i,i
CCCCCOC(=O)c1ccc(OC(=O)c2cncc(Br)c2)cc1,i,i
Cc1ccc(C2C(C(=O)c3ccco3)=C(O)C(=O)N2c2nnc(C)s2)cc1 (stereo unspecified),i,i
Cc1nc2ccccn2c1C(=O)NC1CCCC1,i,i
CCNC(=O)c1ccc(=O)n(Cc2ccc(Cl)cc2Cl)c1,i,i
O=C(CN1C(=O)NC(Cc2ccccc2)C1=O)NC(=O)NC1CCCCC1 (stereo unspecified),i,i

# Other compounds:
SMILES,CHT inh,KCNQ2 block
COc1ccc(/C=C/c2nc(-c3ccccc3O)n[nH]2)cc1,i,i
Cc1ccc([C@@H]2CC=C(C(=O)O)[C@H](c3ccc(F)cc3)N2S(=O)(=O)c2ccc(C)cc2)cc1,i,·
CC1CCc2sc3c(c2C1)c(=O)n(CC(=O)O)c(=O)n3Cc1ccc(Cl)cc1 (stereo unspecified),i,i
Cc1nnc(SCCn2c(N3CCCCC3)nc3c2c(=O)n(C)c(=O)n3C)s1,i,i
CC(C)(C)c1cc(=O)n2[nH]c(N)nc2n1,i,i
COc1ccccc1-c1cn[nH]c1-c1ccc(OCc2ccccc2)cc1O,i,i
Cc1cc(NC(=O)CCC(=O)N(Cc2cccs2)C(C(=O)NC2CCCC2)c2cccnc2)no1 (stereo unspecified),i,i
COc1ccc(-c2ncccc2OC(=O)C23CC4CC(CC(C4)C2)C3)cc1,i,i
CCOC(=O)N1CCN(c2c(N3CCC(N4CCCCC4)CC3)c(=O)c2=O)CC1,i,i
Cc1ccc(NC(=S)NCc2cccn2C)cc1,i,i
CC(C)(C)c1cc(C(=O)N2CCN(c3ncccn3)CC2)ccn1,i,i
CCOC(=O)C(C)n1cnc2sc(C)c(C)c2c1=O (stereo unspecified),i,i
Cc1csc(N2CCN(c3cc4c(cc3Cl)nc(-c3ccncc3)n4CCCN3CCCC3)CC2)n1,i,i
CC(=O)Nc1ccc(C(=O)OCC(=O)Nc2ccc(N3CCOCC3)cc2)cc1,i,i
COc1cccc(NC(=O)CSc2nc(C3CC3)nc3ccccc23)c1,i,i
Cc1cccnc1NC(=O)C1CCN(S(=O)(=O)c2ccc3c(c2)CCC(=O)N3)CC1,i,i
O=C(CCCCCN1C(=O)[C@@H]2Cc3ccccc3CN2C1=O)NCCc1ccccc1,i,i
Cc1cccc(C(=O)OCC(=O)NCc2cccs2)c1,i,i
O=C(Nc1cccc(NC(=O)c2cccc(Cl)c2)c1)c1cccnc1,i,i
COc1cc2c(cc1OC)C1=C(C#N)CC/C(=N\S(=O)(=O)c3cccc(Cl)c3)N1CC2,i,i
C=CCn1c(COc2ccc(F)cc2)nnc1SCC(=O)Nc1cccc(S(N)(=O)=O)c1,i,i
O=C(CSc1nnc(NC(=O)C2CC(=O)N(c3ccccc3)C2)s1)NCc1ccco1 (stereo unspecified),i,i
Fc1cc(F)cc(NC(=S)N2CCC(c3ccccc3)C2)c1 (stereo unspecified),i,i
CC(C)(C)C(=O)Nc1nnc(SCC(=O)NCc2ccco2)s1,i,i
CCOC(=O)C(=O)Nc1cc(Cl)ccc1C,i,i
O=c1[nH]c2ccccc2n1Cc1ccccc1,i,i
CSc1nc2sc3c(c2c2nnnn12)CCCC3,i,i
CCN1CCN(Cc2ccc(OC)c(OCc3ccccc3)c2)CC1,i,i
O=C(CNC(=O)c1ccco1)NCC(=O)OCc1ccc(Cl)cc1Cl,i,i
COc1ccc(/C=C\c2nc(O)c([N+](=O)[O-])c(=O)[nH]2)cc1O,i,i
O=C(NCCc1ccncc1)C12CC3CC(CC(C3)C1)C2,i,i
CC(C(=O)N1CCN(c2ccccc2F)CC1)c1ccc([N+](=O)[O-])cc1 (stereo unspecified),i,i
Cc1ccc(/C=N/n2c(C)n[nH]c2=S)o1,i,i
Cc1cc(C)cc(NS(=O)(=O)c2cc(C(=O)NCc3ccccn3)ccc2Cl)c1,i,i
COC(=O)Cn1c(=O)c(C(=O)CCl)c(N)n(Cc2ccccc2)c1=O,i,i
COc1ccccc1N1CCN(C(=O)CCC(=O)O)CC1,i,i
CC(C)c1nnc(NC(=O)C2CCCN2C(=O)Nc2ccc(F)cc2)s1 (stereo unspecified),i,i
CCCOc1ccc(C(=O)NC2CCSc3ccccc32)cc1 (stereo unspecified),i,i
N=c1n(CCN2CCOCC2)c2ccccc2n1Cc1ccccc1Br,i,i
CC1CCCC(C)N1S(=O)(=O)c1ccc(NC(=O)CNC2CCCC2)cc1 (stereo unspecified),i,i

# Ordered by count of non-hydrogen atoms (low to high): part of the list above
SMILES,CHT inh,KCNQ2 block
Cc1ccc(/C=N/n2c(C)n[nH]c2=S)o1,i,i
CCOC(=O)C(=O)Nc1cc(Cl)ccc1C,i,i
O=c1[nH]c2ccccc2n1Cc1ccccc1,i,i
CSc1nc2sc3c(c2c2nnnn12)CCCC3,i,i
COc1ccccc1N1CCN(C(=O)CCC(=O)O)CC1,i,i
Fc1cc(F)cc(NC(=S)N2CCC(c3ccccc3)C2)c1 (stereo unspecified),i,i
CC(C)(C)C(=O)Nc1nnc(SCC(=O)NCc2ccco2)s1,i,i
CCN1CCN(Cc2ccc(OC)c(OCc3ccccc3)c2)CC1,i,i
N=c1n(CCN2CCOCC2)c2ccccc2n1Cc1ccccc1Br,i,i
CC1CCCC(C)N1S(=O)(=O)c1ccc(NC(=O)CNC2CCCC2)cc1 (stereo unspecified),i,i
Cc1cc(C)cc(NS(=O)(=O)c2cc(C(=O)NCc3ccccn3)ccc2Cl)c1,i,i
O=C(CSc1nnc(NC(=O)C2CC(=O)N(c3ccccc3)C2)s1)NCc1ccco1 (stereo unspecified),i,i

# (cont.)
SMILES,CHT inh,KCNQ2 block
Cc1ccccc1N/N=C/c1ccc(N2CCOCC2)cc1,i,i
COc1cccc(C2C(=O)c3ccccc3C2=O)c1,i,i
O=c1[nH][nH]cc1C=NCc1cccnc1,i,i
COc1cccc(-c2nnc(-c3ccc(C(F)(F)F)cc3)o2)c1OC,i,i
CC(CCC(C)OC(=O)c1ccccc1C(=O)O)OC(=O)c1ccccc1C(=O)O (stereo unspecified),i,i
Cc1ccc(Sc2ccc(NC(=O)c3ccc(S(C)(=O)=O)cc3Cl)cc2)cc1,i,-8.8*
Cc1cc(O)c(/C=N/Nc2ccc(Cl)cc2)c(=O)o1,i,i
CC(=Nc1ccccc1)c1sc2ccccc2c1O,i,i
NS(=O)(=O)c1ccc(CCNC(=O)CCS(=O)(=O)c2ccc(Br)cc2)cc1,i,i
O=C(N/N=C/c1cc([N+](=O)[O-])ccc1O)NC12CC3CC(CC(C3)C1)C2,i,i
Cc1c(Cl)cccc1N(Cc1ccc(C(=O)O)cc1)S(=O)(=O)c1ccccc1,i,i
Cc1cc(C)n(CC2CC(=O)N(c3ccc(Cl)c(Cl)c3)C2=O)n1 (stereo unspecified),i,i
CC(C)(C)C(=O)N(CCN(C(=O)C(C)(C)C)c1ccccc1)c1ccccc1,i,i
CC1Cc2nc(SCC(=O)Nc3ccc4c(c3)OCCO4)n(C)c(=O)c2S1 (stereo unspecified),i,i
COc1cc(S(=O)(=O)N2CCN(C(=O)c3ccco3)CC2)c(OC)cc1C,i,i
CCc1cccc2c(=O)c(C(=O)NCCCOC)c[nH]c12,i,i
CCCc1nnc(SCC(=O)O)n1/N=C/c1ccc2c(c1)OCO2,i,i
CC(=O)Nc1ccc(S(=O)(=O)NCC2CCC(C(=O)N3CC(C)CC(C)C3)CC2)cc1 (stereo unspecified),i,i
CCOC(=O)C1=NNC2C(=O)N(Cc3ccccc3)C(=O)C12 (stereo unspecified),i,i
O=C(O)CCC(=O)N1N=C(c2c(-c3ccccc3)c3cc(Cl)ccc3[nH]c2=O)CC1c1cccs1 (stereo unspecified),i,i
CC1CC2(CCCC2)Nc2ccc(F)cc21 (stereo unspecified),i,i
Cc1cccc(NC(=O)C2CCCN(c3nc(C)cc(C)n3)C2)c1 (stereo unspecified),i,i
Cc1ccc(C(=O)NCC(=O)NCCCc2ccccc2)cc1,-5*,i
Cc1nc(Sc2nnnn2C)c2c3c(sc2n1)CCC3,i,·
COC(=O)C1C(O)=C(C=Nc2ccccc2)C(=O)CC1(C)C (stereo unspecified),i,i
Cc1ccc(S(=O)(=O)N(C)Cc2ccc(-c3nnc4n3CCC4)cc2)cc1,i,i
COc1ccc2nc3oc(C(=O)NCc4cccs4)cc3cc2c1,i,i
CCOc1ccc(-n2ccnc2SCC(=O)Nc2cc(C)on2)cc1,i,i
O=C1O/C(=C/c2ccccc2)N=C1c1ccccc1,i,i
Cc1ccccc1-c1nc(CS(=O)(=O)CC(=O)N2CCc3ccccc32)c(C)o1,i,i
CCOc1ccc(NC(C)=O)cc1[N+](=O)[O-],i,i
COc1ccc(OC)c(-n2nnnc2SCC(=O)Nc2ccccc2OC)c1,i,i

# Bioassay records from PubChem.
